# Source: PubChem (NCI)
# NCI-60 one-dose screen, 48 h, at 10 µM unless noted. Numbers give growth in % (100 = growth as untreated, 0 = no growth, -100 = all killed).
# MDA-MB-468 = MDA-MB-468 breast cancer. hit rate 8.5% among 78,000. AID 2202374
# MCF7 = MCF7 breast cancer. hit rate 6.3% among 82,000. AID 1794796
# HS 578T = HS 578T breast cancer; hit rate 4.1% among 78,000; AID 1794788
# BT-549 = BT-549 breast cancer. hit rate 4.4% among 78,000
# K-562 = K-562 leukemia. hit rate 7.4% among 78,000. AID 1794777
# MDA-MB-231 = MDA-MB-231 breast cancer; hit rate 5% among 81,000; AID 1794789
# T-47D = T-47D breast cancer. hit rate 5% among 79,000. AID 1794792
# SR = SR leukemia cells | hit rate 8.7% among 73,000
# An asterisk follows results filed as active; · = no result given; & = joins results of further samples. How the source made its calls: active means growth percent below 10; inactive means the rest.
SMILES,MDA-MB-468,MCF7,HS 578T,BT-549,K-562,MDA-MB-231,T-47D,SR
NC(Cc1cnc[nH]1)C(=O)NC(Cc1cnc[nH]1)C(=O)O (stereo not given),118,94,101,102,101,95,100,97
O=C1NC(=O)C([N+](=O)[O-])C(=O)N1,105,90,114,104,133,100,103,107
CCC(C)(Cl)c1ccccc1 (stereo not given),96,99,109,88,109,99,99,105
CC(O)C1CCC2C3CCC4=CC(=O)CCC4(C)C3CCC12C (stereo not given),75,102,108,97,57,111,74,·
CCN(CC)CP(CN(CC)CC)CN(CC)CC,100,106,·,105,90,107,100,84
CN[C@@]1(c2ccccc2Cl)CCCC[C@@H]1NCc1ccccc1,96,111,95,100,94,98,98,94
CNC(=O)Oc1cccc(CN(C)C)c1,113,94,109,106,97,109,105,97
C[C@]12CC=CC[C@@H]1CC[C@@H]1[C@@H]2CC[C@@]2(C)[C@H]1CC[C@]2(C)O,98,122,·,97,89,116,87,80
Nc1ccc(S(=O)(=O)F)cc1,107,106,·,104,92,117,96,85
COc1ccc(/C=C(/c2cc(OC)c(OC)c(OC)c2)c2nn[nH]n2)cc1,99,94,105,99,101,116,99,113
CC(C)(C)[Si](C)(C)OC1[C@@H](O[Si](C)(C)C(C)(C)C)[C@@H](CNC(=O)NC(=O)CF)O[C@H]1n1cnc2c(NC(=O)Nc3ccccc3)ncnc21 (stereo not given in full),91,19,29,69,38,86,72,-23*
COc1cc(-c2ccc(N)c(OC)c2)ccc1N,·,100,105,96,138,103,96,143
O=P(Oc1ccccc1)(Oc1ccccc1)Oc1ccccc1,121,112,94,109,90,105,104,54
O=C(O)C(F)F,91,97,96,117,92,99,97,109
Cc1nnc(NN=O)nc1C,111,167,114,78,127,108,107,·
CCCCOC(N)=O,101,114,110,·,102,109,102,96
O=C1C(Cl)=C(Cl)C1(Cl)Cl,117,102,·,114,114,107,108,114
CC[C@]12C=CCN3CC[C@@]4(c5ccc(OC)cc5N(C)[C@H]4[C@@](O)(C(=O)OC)[C@@H]1OC(=O)CCCC[P+](c1ccccc1)(c1ccccc1)c1ccccc1)[C@@H]32,-64*,4.7*,9.8*,-1.0*,22,-2.4*,5.0*,18
NC(Cc1cc(Br)c(O)c(Br)c1)C(=O)O (stereo not given),106,96,109,106,91,107,96,88
O=[N+]([O-])c1ccc2c3c(cccc13)-c1ccccc1-2,73,81,·,104,117,104,98,86
O=S1(=O)OCCOS(=O)(=O)C1(Br)Br,96,98,94,100,113,102,97,·
O=C1NC(=O)C(O)(c2c[nH]c3ccccc23)C(=O)N1,97,95,89,102,96,92,98,98
CN1C2CCC1CC(=O)C2,105,95,117,98,102,118,109,101
Clc1c2ccccc2c(Cl)c2ccccc12,129,94,102,112,111,101,103,120
CC(C)NC1C2CCC(CC2)C1(O)c1ccc(Cl)c(Cl)c1 (stereo not given),71,91,103,143,84,89,105,84

# Next section; it opens with the 3 that closed the last part.
SMILES,MDA-MB-468,MCF7,HS 578T,BT-549,K-562,MDA-MB-231,T-47D,SR
CN1C2CCC1CC(=O)C2,105,95,117,98,102,118,109,101
Clc1c2ccccc2c(Cl)c2ccccc12,129,94,102,112,111,101,103,120
CC(C)NC1C2CCC(CC2)C1(O)c1ccc(Cl)c(Cl)c1 (stereo not given),71,91,103,143,84,89,105,84
CC[C@H](C)[C@H](NC(=O)CN(C)C)C(=O)N(C)[C@H](C[C@@H](OC(C)=O)c1nc(C(=O)NC23C4C5C2C2C3C4C52C(=O)OC)cs1)C(C)C (stereo not given in full),-19*,22,20,4.2*,7.7*,1.4*,63,10
[N-]=[N+]=C1C(=O)NN=C1c1ccccc1,117,99,108,113,101,115,100,95
O=C(O)c1ccc2c3c(n[se]c13)-c1ccccc1C2=O,103,91,101,98,103,96,111,102
Cc1cc(C)c(C)c(C(O)(C(=O)O)c2ccccc2)c1C (stereo not given),99,102,105,115,112,102,97,100
CC(=O)c1c(C)n(CCCCl)c2c1c(-c1ccc3c(c1)OCO3)nc1ccccc12,90,74,88,81,75,72,62,52
CC(O)(CS(=O)(=O)c1ccc(F)cc1)C(=O)Nc1ccc(C#N)c(C(F)(F)F)c1 (stereo not given),90,108,90,97,·,98,82,82
CC(C)CC(N(C)C)C1(c2ccc(Cl)cc2)CCC1 (stereo not given),92,·,99,111,119,96,107,·
CCN(CC)CC(=O)c1ccc(Br)cc1,106,98,·,102,90,104,98,98
C=CCCC1(CC)C(=O)NC(=S)NC1=O,95,100,106,118,93,119,96,94
NC(=O)C(c1ccc(Cl)cc1)c1ccc(N(CCCl)CCCl)cc1 (stereo not given),49,44,·,·,63,109,60,27
C[C@@H]1O[C@@H](O[C@H]2C[C@@H](O)[C@]3(CO)C4C(CC[C@]3(O)C2)[C@@]2(O)CC[C@H](C3=CC(=O)OC3)[C@@]2(C)C[C@H]4O)[C@H](O)[C@H](O)[C@H]1O (stereo not given in full),-68*,-48*,22,-91*,-22*,-22*,-35*,-31*
CC1(C)N=C(N)N=C(N)N1c1ccc(OCCCCOc2ccc(S(=O)(=O)F)cc2)c(Cl)c1,-16*,9.2*,60,29,17,38,26,·
O=C(N/N=C/c1ccc([N+](=O)[O-])o1)c1cc([N+](=O)[O-])cc([N+](=O)[O-])c1O,92,85,104,103,·,93,94,71
COc1ccc(-c2c(C#N)c(=O)oc3cc(O)ccc23)cc1,90,95,95,72,80,101,64,88
CSc1nc2ccc(Cl)cc2c(=O)n1-c1ccc(Cl)cc1,111,89,100,115,102,94,91,97
S=C(SSC(=S)N(Cc1ccccc1)Cc1ccccc1)N(Cc1ccccc1)Cc1ccccc1,·,52,81,81,45,83,63,52
Cn1c(O)c(N=O)c(=O)n(C)c1=O,106&112,97&104,99&97,99&109,95&94,101&107,97&101,80&103
O=C(N/N=C/c1ccc(N(CCCl)CCCl)cc1)c1cc(=O)[nH]c(=O)[nH]1,-0.1*,74,105,97,·,·,·,·
CN1C(=O)C(=Cc2cn(CC(O)Cn3cc(C=C4C(=O)N(C)C(=O)N(C)C4=O)c4ccccc43)c3ccccc23)C(=O)N(C)C1=O,19,92,97,92,97,78,92,94
CC(C)CCC1(CCCl)C(=O)NC(=O)NC1=O,90,96,106,102,116,101,105,102
O=C(C(=O)N1CCOCC1)c1cn(Cc2ccc(Cn3cc(C(=O)C(=O)N4CCOCC4)c4cc(Br)ccc43)cc2)c2ccc(Br)cc12,39,54,60,83,98,64,65,63
C[CH2][Pb]([CH2]C)([CH2]C)[O]C(=O)COC,-49*,0.0*,-2.8*,-19*,0.2*,8.7*,17,·
CN(CCC#N)C1=Nc2ccc(Cl)cc2C(c2ccccc2)=[N+]([O-])C1,100,89,102,98,81,92,84,68
O=C1C2(Cl)C3(Cl)C4(Cl)C(Cl)(Cl)C5(Cl)[C@]3(Cl)C1(Cl)[C@]5(Cl)C24Cl (stereo not given in full),95,81,·,99,72,87,70,65
COc1cc(N(CCCl)CCCl)c(OC)cc1/C=N\Nc1nncn1N,103,96,106,104,94,99,97,81
# Other results:
SMILES,MDA-MB-468,MCF7,HS 578T,BT-549,K-562,MDA-MB-231,T-47D,SR
N#Cc1ccc(NC(=O)N2CC2)cc1,106,103,·,100,127,98,102,122
CNC(Cc1ccccc1)c1cccc(OC)c1OC (stereo not given),93,89,93,85,114,79,98,117
CCC(C)[C@H]1O[C@]2(C=C[C@@H]1C)C[C@@H]1C[C@@H](C/C=C(\C)[C@@H](OC3C[C@H](OC)C(O[C@H]4C[C@H](OC)[C@@H](O)[C@H](C)O4)[C@H](C)O3)[C@@H](C)/C=C/C=C3\CO[C@@H]4[C@H](O)C(C)=C[C@@H](C(=O)O1)[C@]34O)O2 (stereo not given in full),-13*,10,-13*,-39*,·,-58*,0.0*,-28*
COc1ccc(-n2c(Sc3sc(N)nc3C)nc3ccc(C)cc3c2=O)cc1,92,93,103,79,87,75,95,·
Oc1ccccc1OB(Oc1ccccc1O)N(CCCl)CCCl,84,88,106,49,96,71,101,36
C=C1C(=O)O[C@H]2[C@H]1CC/C(COC(=O)C(=O)c1cn(Cc3ccccc3)c3ccccc13)=C\CC[C@@]1(C)O[C@@H]21,-60*,-69*,6.0*,-77*,5.6*,-57*,-7.9*,5.0*
COC(CN(C)Cc1c[nH]c2ccccc12)OC,102,96,122,103,101,106,87,·
CC[C@H](C)[C@H](NC(=O)N[C@@H](C)c1ccccc1)C(=O)N(C)[C@H](C[C@@H](OC(C)=O)c1nc(C(=O)N[C@@H](Cc2ccccc2)C[C@H](C)C(=O)OC)cs1)C(C)C,-0.3*,18,0.9*,10,14,-6.6*,77,3.1*
ClCCN(CCCl)Cc1ccc(Nc2ccnc3cc(Cl)ccc23)cc1,-0.1*,18,·,65,36,56,36,-16*
Cn1cc(C(=O)/C(C#N)=C/c2cc3ccccc3nc2Cl)c2ccccc21,108,99,98,94,84,95,85,78

# Record cards (already shown). Screens in order: MDA-MB-468 | MCF7 | HS 578T | BT-549 | K-562 | MDA-MB-231 | T-47D | SR
# `N#Cc1ccc(NC(=O)N2CC2)cc1` is listed with 106 | 103 | · | 100 | 127 | 98 | 102 | 122
# `COc1ccc(-n2c(Sc3sc(N)nc3C)nc3ccc(C)cc3c2=O)cc1` is listed with 92 | 93 | 103 | 79 | 87 | 75 | 95 | ·
# `Oc1ccccc1OB(Oc1ccccc1O)N(CCCl)CCCl` is listed with 84 | 88 | 106 | 49 | 96 | 71 | 101 | 36
# `C=C1C(=O)O[C@H]2[C@H]1CC/C(COC(=O)C(=O)c1cn(Cc3ccccc3)c3ccccc13)=C\CC[C@@]1(C)O[C@@H]21` is listed with -60* | -69* | 6.0* | -77* | 5.6* | -57* | -7.9* | 5.0*
# `CC[C@H](C)[C@H](NC(=O)N[C@@H](C)c1ccccc1)C(=O)N(C)[C@H](C[C@@H](OC(C)=O)c1nc(C(=O)N[C@@H](Cc2ccccc2)C[C@H](C)C(=O)OC)cs1)C(C)C` is listed with -0.3* | 18 | 0.9* | 10 | 14 | -6.6* | 77 | 3.1*

# Retrieved by structure from the entries so far, 4 records:
SMILES,MDA-MB-468,MCF7,HS 578T,BT-549,K-562,MDA-MB-231,T-47D,SR
CSc1nc2ccc(Cl)cc2c(=O)n1-c1ccc(Cl)cc1,111,89,100,115,102,94,91,97
COC(CN(C)Cc1c[nH]c2ccccc12)OC,102,96,122,103,101,106,87,·
O=C1NC(=O)C([N+](=O)[O-])C(=O)N1,105,90,114,104,133,100,103,107
CCC(C)[C@H]1O[C@]2(C=C[C@@H]1C)C[C@@H]1C[C@@H](C/C=C(\C)[C@@H](OC3C[C@H](OC)C(O[C@H]4C[C@H](OC)[C@@H](O)[C@H](C)O4)[C@H](C)O3)[C@@H](C)/C=C/C=C3\CO[C@@H]4[C@H](O)C(C)=C[C@@H](C(=O)O1)[C@]34O)O2 (stereo not given in full),-13*,10,-13*,-39*,·,-58*,0.0*,-28*

# A portion of the library, so the mix of outcomes need not match the whole.
